TrxR1 substrate = rat thioredoxin reductase 1 substrate activity. Potency, µM (series often up to 114 µM), for the others: at the highest dose activity change, negative = substrate turnover. actives 0.01% (n = 390,000). purified TrxR1 substrate turnover, NADPH consumption readout. O89049. AID 588456; also: potency is read from the fitted curve at half-maximal effect; % is scaled to controls: 0 for no effect and ±100 for the full control effect; nearly all actives have a fitted effect of over 50% in size
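Rat TrxR1, dispensed at 90 nM, was prereduced with 400 uM NADPH (final) for 5 min at ~22 deg C, then incubated with compound 15 min before 400 uM selenite. A first-read NADPH fluorescence drop versus no-compound background flagged substrates.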
HP1b binding inh = inhibitors of HP1-beta chromodomain binding to methylated histone tails | actives 0.56% (n = 390,000) | Potency, µM (highest dose often 114 µM), for inactives: top-dose activity change, negative = inhibition, usual class: inhibitors | AID 540317 | AlphaScreen HP1-beta / biotin-H3K9me3 peptide binding | P83916; also: potency is read from the fitted curve at half-maximal effect; nearly all actives have a fitted effect of over 70% in size; inactives centre near 23
Target sequence (P83916 whole entry, looked up): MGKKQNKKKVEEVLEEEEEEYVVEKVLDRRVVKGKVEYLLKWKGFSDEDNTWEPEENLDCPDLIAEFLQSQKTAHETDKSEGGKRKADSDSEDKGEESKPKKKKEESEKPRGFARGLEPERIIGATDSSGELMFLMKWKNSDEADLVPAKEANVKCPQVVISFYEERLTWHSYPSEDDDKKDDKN
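HP1-beta protein (50 nM final) preincubated 30 min at room temperature with biotinylated H3(1-18)K9me3 peptide (50 nM) in PBS pH 7.4, 0.01% Tween-20, then compound added for 30 min. AlphaScreen streptavidin donor/nickel chelate acceptor beads (10 ug/mL final), 30 min dark, luminescence read.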
Pin1 inhibitor = human Pin1 inhibition; Potency, µM (titrated, usually from 115 µM), without a hit: top-dose activity, negative = inhibition, hits mostly inhibitors; actives 0.009% (n = 390,000); Q13526; Pin1 FP peptide displacement, HiFluor488, 10 min; active = well fitted inhibition curve with a large enough effect in the polarisation, with a control signal flat, not every such curve was filed as active; inconclusive = small, poorly fitted or top-dose-only effect, or effect the other way, or a change in a side signal; inactive = no such curve, though single readings can be large or run the other way; the % refers to the polarisation; also: potency is read from the fitted curve at half-maximal effect; % is scaled to controls: 0 for no effect and ±100 for the full control effect
Target sequence (Q13526 whole entry, looked up): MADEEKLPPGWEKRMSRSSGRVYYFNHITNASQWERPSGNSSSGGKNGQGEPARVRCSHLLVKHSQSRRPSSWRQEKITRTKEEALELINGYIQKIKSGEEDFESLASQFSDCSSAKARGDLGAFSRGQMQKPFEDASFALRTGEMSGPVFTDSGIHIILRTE
PI4K2A inh = blocks human PI4K2A kinase activity; activity change, negative = inhibition, % at 76.9 µM; actives 0.13% (n = 420,000); purified PI4K2A, ADP-Glo luminescence, 1 h; stronger effect = lower value; AID 1346378; in the data active = activity change below about -50%; inconclusive = mostly about -30% to -49%;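 also: -100% = wells without enzyme as full effect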
Target sequence (Q9BTU6 whole entry, looked up): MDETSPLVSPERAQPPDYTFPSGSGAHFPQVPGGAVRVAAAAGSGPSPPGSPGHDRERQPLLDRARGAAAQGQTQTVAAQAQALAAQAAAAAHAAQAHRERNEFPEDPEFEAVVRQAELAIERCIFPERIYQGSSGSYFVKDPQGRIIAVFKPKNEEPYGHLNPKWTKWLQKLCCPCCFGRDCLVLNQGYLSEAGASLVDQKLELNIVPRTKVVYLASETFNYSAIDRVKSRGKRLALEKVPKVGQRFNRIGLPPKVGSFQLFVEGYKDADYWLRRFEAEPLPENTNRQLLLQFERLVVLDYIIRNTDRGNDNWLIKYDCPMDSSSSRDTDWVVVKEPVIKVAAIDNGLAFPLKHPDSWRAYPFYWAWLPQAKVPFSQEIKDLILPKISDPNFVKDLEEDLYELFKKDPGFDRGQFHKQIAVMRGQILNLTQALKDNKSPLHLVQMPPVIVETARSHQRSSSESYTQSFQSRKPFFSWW
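In this quantitative HTS, ADP production by PI4K2A was quantified luminescently after 1 h at ambient temperature; 100 microM adenosine served as plate-quality control.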
rTrxR1 inhibitor = inhibitors of rat thioredoxin reductase 1; O89049; recombinant rTrxR1, NADPH fluorescence consumption, selenite substrate; Potency, µM (doses to about 114 µM), for inactives: at the highest dose activity change, negative = inhibition, hits mostly inhibitors; actives 1% (n = 390,000); AID 588453; also: potency is read from the fitted curve at half-maximal effect; % is scaled to controls: 0 for no effect and ±100 for the full control effect; nearly all actives have a fitted effect of over 65% in size
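Rat TrxR1 (90 nM in the dispensed reagent) was pre-reduced with 400 uM NADPH for 5 min at room temperature, then incubated with compound for 15 min. After 400 uM selenite was added, NADPH fluorescence (Ex 340/Em 450 nm) was followed for 8 min.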
Tb PGK inh = blocks T. brucei phosphoglycerate kinase | actives 0.043% (n = 380,000) | P07378 | Potency, µM (series often up to 57.5 µM), inactives show at the highest dose activity change, negative = inhibition, hits mostly inhibitors | PGK/GAPDH coupled, Kinase-Glo luminescence, 60 min; also: potency is read from the fitted curve at half-maximal effect; % is scaled to controls: 0 for no effect and ±100 for the full control effect; nearly all actives have a fitted effect of over 60% in size
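Luminescent ATP detection (Kinase-Glo Plus) follows a 60-minute room-temperature incubation, with wells lacking PGK as controls. Buffer: 100 mM TEA (pH 7.6), 5 mM MgCl2, 0.01% Tween-20. Coupling enzyme GAPDH (100 nM final) supplies unstable 1,3-BPG in-well.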
IDH1 R132H inh = human IDH1 R132H inhibition | O75874 | IDH1-R132H enzyme, NADPH consumption, diaphorase/resazurin fluorescence | Potency, µM (series often up to 76.6 µM), for inactives: at the highest dose activity change, negative = inhibition, hits mostly inhibitors | AID 602179 | actives 0.093% (n = 390,000); also: potency is read from the fitted curve at half-maximal effect; % is scaled to controls: 0 for no effect and ±100 for the full control effect; nearly all actives have a fitted effect of over 65% in size
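IDH1-R132H (0.5 ug/mL) preincubated 30 min with compound, then NADPH (0.016 mM) and alpha-KG (2 mM) added; 80 min at RT, pH 7.5. Remaining NADPH coupled via diaphorase/resazurin to fluorescence (540/590 nm); concentration-response curves normalized to no-enzyme control.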
USP1 inh = blocks the human USP1/UAF1 deubiquitinase complex | O94782 | recombinant USP1/UAF1, Ub-Rhodamine cleavage fluorescence | Potency, µM (doses to about 57.1 µM), for inactives: top-dose activity change, negative = inhibition, hits mostly inhibitors | actives 0.23% (n = 390,000) | AID 743255; also: potency is read from the fitted curve at half-maximal effect; % is scaled to controls: 0 for no effect and ±100 for the full control effect; nearly all actives have a fitted effect of over 60% in size; inactives centre near -12
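USP1/UAF1 complex (1 nM) preincubated 15 min at room temperature with compound, then Ub-Rho substrate (150 nM final) added. Kinetic fluorescence at 480/540 nm over 6 reads at 60 s intervals; 50 mM HEPES pH 7.8, 0.5 mM EDTA, 0.1 mg/ml BSA, 1 mM TCEP, 0.01% Tween-20.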
GLS inh = blocks human kidney-isoform glutaminase activity | O94925 | GLS enzymatic activity, qHTS titration | Potency, µM (doses to about 45.5 µM), inactives show at the highest dose activity change, negative = inhibition, hits mostly inhibitors | actives 0.21% (n = 410,000); also: potency is read from the fitted curve at half-maximal effect; % is scaled to controls: 0 for no effect and ±100 for the full control effect
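Human kidney-isoform GLS in 45 mM KH2PO4 pH 8.2, 0.02% Tween-20, with compound, started with 1mM L-Glutamine (added stock). Glutamate oxidase/HRP/Amplex red coupled fluorescence read at start and after 30 min at RT.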
The depositor's hits bear a star; i = inactive; u = inconclusive; x = no result given; [ ] = dose if it differs, or a comment. Unless noted, calls follow the shape of the dose curve; as a rule, active = well fitted curve in the direction sought with a large enough effect; inconclusive = small, poorly fitted or top-dose-only effect, or another doubt; inactive = no such curve, though single readings can be large; an effect the other way counts as inactive or inconclusive. An excerpt; count on the stated rates, not on these rows.

SMILES	TrxR1 substrate	HP1b binding inh	Pin1 inhibitor	PI4K2A inh	rTrxR1 inhibitor	Tb PGK inh	IDH1 R132H inh	USP1 inh	GLS inh
O=C(Nc1ccc(S(=O)(=O)N2CCCC2)cc1)c1ccc([N+](=O)[O-])o1	-7%	33%	-1%	-7	-14%	i	2%	u	0%
COc1ccc(Cl)cc1NC(=S)NCc1ccco1	6%[57.1 µM]	6%	-4%	1	u	0%	3%	-16%	10%
COc1ccc(OC)c(NC(=O)c2c(NCc3ccc(OC)c(OC)c3)sc3c2CCC(C)C3)c1 (stereo unspecified)	-3%[57.1 µM]	u	-7%	-3	19%[57.1 µM]	i	-11%	-8%	-12%
O=S(=O)(NCc1ccc2c(c1)OCO2)c1ccc2oc3ccccc3c2c1	9%	32%	-3%	0	11%	-7%	16%	-21%	-2%
CCOC(=O)C1=C(C)N(C[C@@H]2CC[C@@H](Cc3ccc4cc(OC)ccc4c3)O2)C(=O)NC1c1ccc(OC)cc1 (stereo partly specified)	7%	27%	-5%	0	36%	-3%	-5%[38.3 µM]	-16%	-3%
Cc1ccccc1NC(=O)CSc1n[nH]c(-c2ccccn2)n1	5%	60%[activator]	2%	-11	15%	-7%	-4%	-25%	3%
Cc1nc2ccc3nc(NC(=O)c4ccc5c(c4)OCCO5)sc3c2s1	17%[57.1 µM]	55%[activator]	u	12	36%[activator][57.1 µM]	-1%	-9%	-22%	1%
O=C(CN1C(=O)c2ccccc2S1(=O)=O)N1CCc2ccccc21	-1%[57.1 µM]	20%	3%	-1	11%[57.1 µM]	2%	22%	-1%	7%
Cc1cc(-c2nc(C)c(C(=O)NNS(=O)(=O)c3ccccc3)s2)no1	6%	23%	-5%	-5	33%	-1%	-4%	-23%	18%
C#CC(C)(CC)NC(=O)Cn1nnc(-c2ccc(OCc3ccccc3Cl)cc2)n1 (stereo unspecified)	-2%	51%[activator]	19%	4	2%	-1%	5%	u	-13%
COc1ccc(CNC(=O)CSc2nc3ccc(OC)cc3[nH]2)cc1	-5%	27%	2%	-2	7%	-1%	1%	-11%	-2%
CN(C)CCCN(C(=O)c1ccc(Br)s1)c1nc2cc3c(cc2s1)OCCO3	-10%	0%	0%	-5	-4%	-9%	1%	-10%	6%
CC1CCN(C(=O)c2ccccc2NC(=O)c2cccs2)CC1	-4%	45%[activator]	-5%	2	12%	-1%	13%	-14%	0%
O/N=C1/CCCCC1c1ccccn1 (stereo unspecified)	8%[57.1 µM]	23%	-9%	2	11%[57.1 µM]	-1%	3%	-10%	0%
O=C(CN1C(=O)C(=O)c2ccccc21)c1ccc(Cl)cc1	3%	29%	1%	8	22%	-5%	11%	-18%	-4%
Cc1cccc(NC(=O)/C(C#N)=C/c2cn(CC(=O)NCc3ccco3)c3ccccc23)c1C	16%	8%	u	-8	8%	-4%	8%	5%	1%
CN1CCN(c2ccccc2NC(=O)Cc2ccc(Cl)cc2)CC1	10%	-8%	-1%	-5	25%	-9%	11%	-2%	9%
O=c1oc(-c2cccnc2)nc2ccccc12	8%	32%	-3%	-4	24%[57.1 µM]	-8%	6%	-25%	-6%
Cc1cc(C)nc(SCc2nnc(SCc3ccc([N+](=O)[O-])cc3)n2Cc2ccco2)n1	-11%	-8%	-2%	1	u	-4%	10%	-19%	3%
COc1ccc(S(=O)(=O)N(C)C[C@H]2Oc3c(NS(=O)(=O)c4cn(C)cn4)cccc3C(=O)N([C@H](C)CO)C[C@@H]2C)cc1	16%	32%	-4%	0	16%	-9%	-3%	-32%	5%
COc1ccc(C2C3=C(CC(C)(C)CC3=O)Oc3ncn(CC(C)C)c(=N)c32)cc1 (stereo unspecified)	-3%	32%	-16%	-8	-1%	-2%	0%	0%	-7%
CCCS(=O)(=O)N1CCC(C(=O)c2cccc(C(F)(F)F)c2)CC1	3%	33%	3%	-4	11%	-3%	0%	-14%	-11%
CCCNC(=O)N1CCC(Cc2ccccc2)CC1	-7%	26%	1%	-4	-9%	-7%	1%	-6%	3%
COc1cc(NC(=O)CN2C(=O)NC(c3ccccc3)(c3ccccc3)C2=O)c(C)cc1[N+](=O)[O-]	-8%	-15%	7%	1	2%	7%	1%	-11%	6%
O=C(CNc1cccc(S(=O)(=O)N2CCOCC2)c1)Nc1ccc(C(F)(F)F)cc1	-13%	35%	5%	4	0%	-6%	-26%	-20%	-4%
N#Cc1ccccc1NC(=O)CSc1nnc(-c2ccc(F)cc2)n1-c1ccccc1	4%[57.1 µM]	9%	10%	-1	-1%[57.1 µM]	2%	-4%	-2%	9%
Cc1ccc(/C=C/C(=O)c2ccc(C)cc2)cc1	-1%[57.1 µM]	20%	2%	15	-5%[57.1 µM]	-7%	8%	-7%	5%
CC(=O)N1CCCc2cc(S(=O)(=O)Nc3ccc(C)c(F)c3)ccc21	-3%	30%	-2%	-1	11%	i	-10%	-3%	-8%
Cc1ccc(S(=O)(=O)Nc2c(C)n(C)n(-c3ccccc3)c2=O)cc1C(=O)OC(C)C(=O)N(C)c1ccccc1 (stereo unspecified)	14%[57.1 µM]	-2%	-2%	-5	33%[57.1 µM]	-11%	20%	-12%	-19%
COc1ccc(C(CCNCc2ccc(N(C)C)cc2)c2ccccc2)cc1 (stereo unspecified)	2%[57.1 µM]	40µM*	1%	-2	0%[57.1 µM]	-1%	-3%	-13%	-6%
CCC(Sc1nc(N)c(NC(=O)c2ccc(OC)cc2)c(=O)[nH]1)C(=O)O (stereo unspecified)	12%[57.1 µM]	31%	3%	11	21%[57.1 µM]	i	6%	u	16%
O=C(Oc1cc2oc(=O)c3c(c2cc1Cl)CCCC3)c1ccco1	58%[activator][57.1 µM]	47%[activator]	6%	10	16%[57.1 µM]	3%	-12%	-20%	-1%
COC(=O)Cc1c(O)ccn(Cc2ccc(F)cc2)c1=O	14%[57.1 µM]	15%	-1%	-2	27%[57.1 µM]	-3%	3%	0%	18%
O=C(CSc1nncs1)NCCNC(=O)CSc1nncs1	-3%[57.1 µM]	15%	-9%	-4	-1%[57.1 µM]	6%	-4%	-1%	-1%
COc1ccc(CCNC(=O)c2cc(-c3ccc(C)c(C)c3)nc3ccccc23)cc1OC	-1%[57.1 µM]	73%[activator]	2%	-3	-3%[57.1 µM]	-11%	0%	u	-5%
COc1cccc2sc(=NC(=O)CS(=O)(=O)c3ccc(Cl)cc3)n(C)c12	-1%[57.1 µM]	1%	-2%	-3	1%[57.1 µM]	-5%	4%	-6%	-1%
Cc1ccc(/C=N/NC(=O)Cc2cccn2C)cc1	3%[57.1 µM]	-16%	7%	-5	-1%[57.1 µM]	7%	1%	-11%	0%
COc1ccccc1/C=C\C=N\NC(=O)c1ccco1	12%[57.1 µM]	47%[activator]	-9%	1	12%[57.1 µM]	2%	2%	-15%	0%
Cc1noc(C)c1S(=O)(=O)N1CCCC(C(=O)N2CCC(C)CC2)C1 (stereo unspecified)	4%	48%[activator]	-1%	4	13%	-6%	8%	-13%	-9%
CCOc1ccc(-c2nnn(CC(=O)NCCc3c[nH]c4ccccc34)n2)cc1	-7%	31%	-4%	5	-13%	-5%	4%	-16%	x

2 compounds from above with just IDH1 R132H inh.
canonical_smiles,IDH1 R132H inh
Cc1ccc(/C=N/NC(=O)Cc2cccn2C)cc1,1%
O=C(CSc1nncs1)NCCNC(=O)CSc1nncs1,-4%

Other structures follow.
SMILES	TrxR1 substrate	HP1b binding inh	Pin1 inhibitor	PI4K2A inh	rTrxR1 inhibitor	Tb PGK inh	IDH1 R132H inh	USP1 inh	GLS inh
C=C1CCN(c2ccc(C(=O)NCc3ccccc3)cc2[N+](=O)[O-])CC1	-6%	-6%	3%	1	14%[57.1 µM]	-4%	2%	-21%	-8%
COc1ccc(OCc2nnnn2-c2ccccc2)cc1	2%	47%[activator]	0%	-4	2%	-2%	2%	-8%	9%
c1ccc(-c2nnc(-c3ccncc3)o2)cc1	9%	26%	3%	-2	8%	-14%	0%	-5%	-4%
O=C1COc2ccc(S(=O)(=O)CCC(=O)N3CCN(c4cccc(Cl)c4)CC3)cc2N1	-15%	36%	2%	2	-17%	3%	-1%	5%	18%
COc1ccc(CNC(=S)N/N=C(/C)c2ccccc2)cc1	-1%[57.1 µM]	u	7%	1	-7%[57.1 µM]	1%	2%	-16%	3%
C=CCc1cccc(/C=N/NC(=O)c2ccc3nc[nH]c3c2)c1O	-13%	41%	-1%	4	-8%	7%	-4%	-9%	25%
CC(=O)NCC(=O)NC(C(=O)Nc1ccc2c(c1)OCCO2)c1ccccc1 (stereo unspecified)	-1%	34%	-1%	-2	13%	1%	-3%	-21%	8%
O=C(c1ccc(S(=O)(=O)N2CCCCC2)cc1)N1CCN(CCN2C(=O)c3cccc4cccc(c34)C2=O)CC1	8%[57.1 µM]	0%	5%	-3	3%[57.1 µM]	-8%	0%	5%	0%
Cc1cccnc1CC(C)NC(=O)c1cc(COc2cncc(Cl)c2)on1 (stereo unspecified)	5%	29%	u	0	16%	-4%	0%	-16%	-9%
Cc1cc(-c2cc(-c3ccccc3)on2)nc(NC2CCCC2)n1	16%	47%[activator]	2%	-7	36%	-6%	3%[38.3 µM]	-12%	-1%

Bioassay records: PubChem BioAssay, National Center for Advancing Translational Sciences (NCATS)
